# Screening data: PubChem BioAssay, Broad Institute
# T cruzi growth = inhibitors of T. cruzi proliferation; hit rate 5.9% among 77,000; T. cruzi beta-gal in NIH3T3, GalScreen luminescence, 90 h; inhibition, % at 8.34 µM; AID 624255;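 active = mean inhibition above about 93%, with at least 55% of replicates each passing it, limit read from the data, passing the limit was not always enough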
# Pf Dd2 inh = blocks growth of Plasmodium falciparum Dd2 parasites; P. falciparum Dd2 growth, SYBR Green, 72 h; active compounds read low; activity change, % at 10 µM; hit rate 2.3% among 94,000; AID 1159554; in the data active = activity change below about -80%
# KDM4C inh = KDM4C (human) demethylase inhibition | GST-KDM4C 2-372, H3K9me3 peptide, LANCE TR-FRET | inhibition, % at 12.5 µM | Q9H3R0 | hit rate 0.15% among 96,000;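 active = mean replicate inhibition above about 25%, with at least 55% of replicates also reaching it, limit read from the data, passing the limit was not always enough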
# Target sequence (Q9H3R0 2-372 limits assumed): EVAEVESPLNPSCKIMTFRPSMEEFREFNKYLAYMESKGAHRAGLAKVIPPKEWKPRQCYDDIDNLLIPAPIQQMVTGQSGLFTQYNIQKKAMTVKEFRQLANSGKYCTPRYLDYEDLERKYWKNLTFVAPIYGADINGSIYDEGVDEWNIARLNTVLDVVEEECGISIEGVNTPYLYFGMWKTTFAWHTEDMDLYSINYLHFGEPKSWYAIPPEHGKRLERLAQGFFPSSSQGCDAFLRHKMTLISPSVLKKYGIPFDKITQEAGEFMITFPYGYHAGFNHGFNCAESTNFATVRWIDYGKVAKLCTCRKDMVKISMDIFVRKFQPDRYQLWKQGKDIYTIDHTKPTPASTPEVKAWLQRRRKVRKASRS
#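 Compound: one test concentration per compound; Material: GST-GASC-1 enzyme fragment 2-372; Amount: GASC-1 enzyme at 10 nM final in reaction; Also added: H3K9me3 peptide substrate, Fe(II), 2-oxoglutarate; Technique: LANCE TR-FRET; Times: 30 min demethylation and 1 h detection at room temperature.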
# C diff HTS = blocks growth of Clostridium difficile; Clostridium difficile clinical isolate growth, OD600, 24 h; active compounds read low; growth activity, negative = inhibition, % at 16 µg/mL (by protocol); hit rate 0.25% among 86,000;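 active = mean growth activity at or below -80% and every replicate also at or below -80%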;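 also: 0% = DMSO wells and -100% = levofloxacin 16 µg/mL wells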
# * = called active by the depositor; . = no result given; & = joins results of further samples. The order is random; about 7.2% have a hit in one of these screens.
# Preview (2 entries):
SMILES,T cruzi growth,Pf Dd2 inh,KDM4C inh,C diff HTS
CCCNC(=O)N1C[C@@H]2N[C@H](C1)C2c1ccc(-c2ccc(OC)cc2)cc1 (some centres undefined),.,10.8&-65.7,0.8&-0.4,-4.5&-4.0
C[C@@H]1CN([C@@H](C)CO)C(=O)c2cc(NC(=O)Cc3cn(C)c4ccccc34)ccc2O[C@@H]1CN(C)S(=O)(=O)c1ccc(Cl)cc1,81.1,-9.3,1.9,3.6

# The whole of this part, from the start:
SMILES,T cruzi growth,Pf Dd2 inh,KDM4C inh,C diff HTS
CCCNC(=O)N1C[C@@H]2N[C@H](C1)C2c1ccc(-c2ccc(OC)cc2)cc1 (some centres undefined),.,10.8&-65.7,0.8&-0.4,-4.5&-4.0
C[C@@H]1CN([C@@H](C)CO)C(=O)c2cc(NC(=O)Cc3cn(C)c4ccccc34)ccc2O[C@@H]1CN(C)S(=O)(=O)c1ccc(Cl)cc1,81.1,-9.3,1.9,3.6
CCN1[C@@H]2c3ccc(-c4cccnc4)c(=O)n3C[C@@H]2[C@@H](CO)[C@@H]1C(=O)NCc1ccccc1,20.6,-7.8,4.4,-1.6
COc1cccc(C(=O)Nc2ccc3c(c2)C(=O)N(C)[C@@H]2CC[C@@H](CC(=O)NCc4ccccc4F)O[C@H]2CO3)c1,23.9,-17.4,-0.6,3.2
C[C@@H]1CCCCO[C@H](CN(C)Cc2ccc(C(=O)O)cc2)[C@H](C)CN([C@H](C)CO)C(=O)c2cc(NC(=O)CCC(F)(F)F)ccc2O1,-60.1,8.5,1.6,2.4
COCC(=O)N(C)C[C@H]1Oc2ncc(-c3ccc(C)cc3)cc2C(=O)N([C@H](C)CO)C[C@H]1C,1.5,21.3,-0.8,-0.2
CC(C)(O)C#Cc1ccc([C@H]2[C@H](CO)N3CCCCN(C(=O)c4cccc(F)c4)C[C@@H]23)cc1,63.8,20.4,0.5,-0.7
O=C(c1ccc(F)cc1)N1CC(=O)N2[C@H](C1)[C@@H](c1ccc(C3=CCCC3)cc1)[C@@H]2CO,.,-29.7,1.9,-8.6
C[C@@H]1CCCCO[C@H](CN(C)Cc2ccc3c(c2)OCO3)[C@@H](C)CN([C@@H](C)CO)C(=O)c2cc(NS(=O)(=O)c3cn(C)cn3)ccc2O1,84.1,-25.5,-1.5,0.9
Cc1ccc(S(=O)(=O)N[C@@H]2C=C[C@@H](CC(=O)O)O[C@@H]2CO)cc1,-13.8,14.1,0.9,1.7
CNC[C@@H]1Oc2ccc(NC(=O)NC3CCCCC3)cc2C(=O)N([C@@H](C)CO)C[C@@H]1C,19.6,4.5,0.2,1.1
COC(=O)[C@@H]1[C@@H](CO)[C@@H]2Cn3c(ccc(-c4ccccc4F)c3=O)[C@@H]2N1Cc1cccnc1,7.4,-1.6,2.4,-6.2
C[C@@H]1CN([C@H](C)CO)C(=O)c2cc(NC(=O)Nc3ccc(C(F)(F)F)cc3)ccc2O[C@H]1CN(C)C(=O)Nc1ccc(C(F)(F)F)cc1,49.9,-19.3,0.4,-9.2
O=C(C[C@@H]1CC[C@H](NC(=O)NC2CCCC2)[C@H](CO)O1)NCc1ccc(F)cc1,9.8,13.2,0.6,.
O=C(C[C@H]1CC[C@@H](NC(=O)c2ccccc2)[C@@H](CO)O1)NCCc1ccncc1,.,.,10.5,0.4
COCC(=O)N1[C@H](CO)[C@H](c2ccc(C#Cc3ccccc3F)cc2)[C@@H]1C#N,91.8,-42.8,-1.8,12.1
Cc1ccc(S(=O)(=O)Nc2cccc3c2O[C@@H](CN(C)Cc2ccc(C(F)(F)F)cc2)[C@H](C)CN([C@@H](C)CO)C3=O)cc1,66.1,-10.4,-0.7,11.9
C[C@@H]1CCCCO[C@H](CN(C)CC2CC2)[C@H](C)CN([C@H](C)CO)C(=O)c2cc(NC(=O)c3ccncc3)ccc2O1,16.7,-66.6,-1.1,-2.5
CC(C)NC(=O)N(C)C[C@H]1OCCCC[C@H](C)Oc2ccc(NS(=O)(=O)c3cccs3)cc2C(=O)N([C@H](C)CO)C[C@@H]1C,-22.5,.,0.0,6.2
CCC(=O)NC[C@@H]1[C@@H](c2ccccc2)[C@@H](CO)N1C(=O)C1CCC1,11.4,17.4,-3.1,-3.0
CCCNC(=O)C[C@H]1CC[C@H]2[C@@H](COc3ccc(NC(=O)c4ccno4)cc3C(=O)N2C)O1,-11.0,-9.4,-1.0,9.5
C[C@@H]1CN([C@H](C)CO)C(=O)c2cccc(NC(=O)Nc3ccc(F)cc3)c2O[C@@H]1CN(C)Cc1ccncc1,2.6,2.4,-1.2,2.2
CC(C)NC(=O)N(C)C[C@@H]1Oc2cc(C#Cc3ccc(F)cc3)ccc2S(=O)(=O)N([C@H](C)CO)C[C@@H]1C,110.9*,-29.4,-0.3,-5.4
COc1ccc(-c2ccc([C@H]3[C@H](CO)N4C(=O)CN(Cc5ccc(C)cc5)C[C@@H]34)cc2)cc1,.,-42.1,-2.0,0.6

# One compound at a time, from the list above:
# C[C@@H]1CCCCO[C@H](CN(C)CC2CC2)[C@H](C)CN([C@H](C)CO)C(=O)c2cc(NC(=O)c3ccncc3)ccc2O1 across the screens: T cruzi growth: 16.7; Pf Dd2 inh: -66.6; KDM4C inh: -1.1; C diff HTS: -2.5
# CC(C)NC(=O)N(C)C[C@H]1OCCCC[C@H](C)Oc2ccc(NS(=O)(=O)c3cccs3)cc2C(=O)N([C@H](C)CO)C[C@@H]1C across the screens: T cruzi growth: -22.5; Pf Dd2 inh: .; KDM4C inh: 0.0; C diff HTS: 6.2
# CCC(=O)NC[C@@H]1[C@@H](c2ccccc2)[C@@H](CO)N1C(=O)C1CCC1 across the screens: T cruzi growth: 11.4; Pf Dd2 inh: 17.4; KDM4C inh: -3.1; C diff HTS: -3.0

# Next section.
SMILES,T cruzi growth,Pf Dd2 inh,KDM4C inh,C diff HTS
C[C@H]1CN([C@@H](C)CO)C(=O)c2cc(C#CC3CCCC3)cnc2O[C@@H]1CN(C)Cc1ccncc1,-106.6,-17.2,1.3,-0.2
COCC(=O)N1[C@@H](CO)[C@@H]2c3ccccc3NC[C@@H]21,15.5,1.2,-2.5,-8.0
CCCN1C[C@H](C)[C@@H](OC)CN(C)C(=O)c2cc(NC(=O)Nc3ccccc3F)ccc2OC[C@@H]1C,48.5,-71.2,0.1,.
C[C@H](CO)N1C[C@H](C)[C@H](CN(C)C(=O)Nc2ccc(C(F)(F)F)cc2)Oc2ccc(NC(=O)Nc3ccc4c(c3)OCO4)cc2CC1=O,-7.6,-23.0,-1.6,-13.1
C[C@@H]1CN([C@H](C)CO)C(=O)c2cccc(NC(=O)Nc3ccccc3)c2O[C@H]1CN(C)S(=O)(=O)c1ccc(F)cc1,15.2,25.8,-0.7,5.8
CO[C@@H](CN(C)Cc1cc(F)ccc1F)[C@@H](C)CN([C@H](C)CO)S(=O)(=O)c1ccc(Cl)cc1,1.5,-49.6,-0.1,.
O=C(N[C@H]1CC[C@@H](CCNS(=O)(=O)c2cccc(Cl)c2)O[C@@H]1CO)c1ccc(F)cc1,-23.9,8.5,-0.6,-2.0
CCCNC(=O)N(C)C[C@H]1Oc2cc(C#C[C@@H](C)O)ccc2S(=O)(=O)N([C@H](C)CO)C[C@H]1C,30.8,24.3,7.4,6.5
C[C@H](CO)N1C[C@H](C)[C@H](CN(C)Cc2cccc(C(F)(F)F)c2)Oc2ncc(C#Cc3ccc(F)cc3)cc2C1=O,.,-33.5,-0.2,8.6
C[C@H]1CN([C@@H](C)CO)C(=O)c2cccc(NC(=O)c3ccncc3)c2O[C@H]1CN(C)C(=O)Nc1ccccc1,69.9,9.2,-0.5,-2.7
CCCC(=O)Nc1ccc2c(c1)C(=O)N(C)[C@H]1CC[C@H](CC(=O)NCc3cccc(F)c3)O[C@@H]1CO2,8.8,11.2,1.2,.
COc1cccc(CN2CCCCN3[C@H](CO)[C@@H](c4ccc(C#Cc5cccnc5)cc4)[C@@H]3C2)c1,116.3*,-77.4,-0.1,0.7
O=C(C[C@@H]1C=C[C@H](NC(=O)Cc2cccnc2)[C@@H](CO)O1)Nc1ccccc1,-21.3,-9.2,-2.8,.
C[C@H](CO)N1C[C@H](C)[C@@H](CN(C)S(=O)(=O)c2ccccc2)Oc2ccc(NC(=O)C3CC3)cc2C1=O,.,-9.4,-3.3,-3.6
O=C(C[C@H]1CC[C@H](NC(=O)c2ccncc2)[C@H](CO)O1)Nc1ccccc1,13.9,-0.1,3.8,-0.2
C[C@H]1CN([C@@H](C)CO)C(=O)c2cc(NC(=O)CCC(F)(F)F)ccc2O[C@H]1CN(C)Cc1ccc(Oc2ccccc2)cc1,-111.3,1.5,14.2,-7.4
O=C(C[C@@H]1CC[C@H]2[C@@H](COC[C@H](O)CN2C(=O)c2ccccc2F)O1)NCc1ccc(F)cc1,-7.9,-0.8,-0.6,.
C[C@H](CO)N1C[C@H](C)[C@H](CN(C)Cc2ccccc2)Oc2c(NS(=O)(=O)c3cccs3)cccc2C1=O,31.2,-39.7,2.1,0.6
C[C@@H]1CN([C@@H](C)CO)C(=O)c2ccccc2-c2ccccc2CO[C@@H]1CN(C)C(=O)N[C@H](C)c1ccccc1,65.4,-26.4,0.4,-0.7
C[C@H]1CN([C@@H](C)CO)C(=O)Cc2cc(NS(=O)(=O)c3ccc(Cl)cc3)ccc2O[C@@H]1CN(C)Cc1ccc(Cl)c(Cl)c1,91.1,-11.9,-1.8,58.3
CO[C@H]1CN(C)C(=O)c2cc(NC(=O)c3ccccc3F)ccc2OC[C@H](C)N(C(=O)c2ccccc2F)C[C@H]1C,86.5,-86.7*,0.4,.
C[C@H](CO)N1C[C@H](C)[C@H](CN(C)CC2CCCCC2)Oc2ccc(NC(=O)NC3CCCCC3)cc2CC1=O,20.6,19.7,4.0,-5.0
C[C@@H]1CN([C@@H](C)CO)C(=O)c2cccc(NC(=O)c3ccc(-c4nccs4)cc3)c2O[C@@H]1CN(C)Cc1ccc2c(c1)OCO2,73.7,-69.5,-0.7,-0.4
CN1C(=O)c2cc(NC(=O)c3ccc(F)cc3)ccc2OC[C@@H]2O[C@H](CC(=O)O)CC[C@@H]21,-42.3,11.7,-1.1,2.4
N#C[C@H]1[C@H](c2ccccc2-c2cccc(F)c2)[C@@H](CO)N1C(=O)C1CC1,.,22.9,-0.3,3.3
C[C@H]1CN([C@@H](C)CO)C(=O)c2cc(C#Cc3ccncc3)cnc2O[C@@H]1CN(C)Cc1ccncc1,68.4,-19.5,0.8,14.1
O=C(Cc1ccncc1)N[C@@H]1CC[C@H](CCn2cc(-c3ccccc3F)nn2)O[C@H]1CO,3.6,-14.4,-1.3,.
Cc1ccccc1S(=O)(=O)N1C[C@H](O)COC[C@H]2O[C@@H](CC(=O)N3CCOCC3)CC[C@@H]21,5.8,1.2,2.8,.
C[C@@H]1CN([C@H](C)CO)C(=O)c2cc(-c3ccccc3)cnc2O[C@@H]1CN(C)C(=O)C1CCOCC1,67.9&99.4,59.3&51.1,-1.6,3.8&-0.6
C[C@@H]1CCCCO[C@H](CN(C)C(=O)Nc2ccccc2)[C@H](C)CN([C@@H](C)CO)C(=O)c2cc(N(C)C)ccc2O1,74.7,-25.1,-0.6,-2.6
C[C@@H]1CCCCO[C@H](CN(C)C(=O)Nc2ccc(C(F)(F)F)cc2)[C@@H](C)CN([C@H](C)CO)C(=O)c2cc(NS(=O)(=O)c3ccccc3)ccc2O1,81.9,-52.2,-0.3,-5.0
C[C@@H]1CN([C@H](C)CO)C(=O)c2cc(C#Cc3ccccc3)cnc2O[C@@H]1CN(C)C(=O)CCN1CCCCC1,22.0,-30.5,-1.7,4.6
CCCNC(=O)N1C[C@@H](O)COC[C@@H]2O[C@H](CC(=O)N3CCCCC3)CC[C@H]21,41.4,7.2,-1.4,.
C[C@H]1CCCCO[C@H](CN(C)Cc2ccncc2)[C@@H](C)CN([C@@H](C)CO)C(=O)c2cc(NS(=O)(=O)c3cn(C)cn3)ccc2O1,-76.9,36.1,1.4,-5.8
O=C(C[C@H]1C[C@@H]2c3cc(NC(=O)NC4CCCC4)ccc3O[C@@H]2[C@@H](CO)O1)NCc1cccnc1,.,3.7,2.3,-1.9
O=C(C[C@@H]1CC[C@@H]2[C@H](COC[C@@H](O)CN2C(=O)Nc2cccc(F)c2)O1)NCc1ccccc1Cl,.,-2.2,0.6,32.5&11.2
C[C@H]1CN([C@@H](C)CO)C(=O)c2cccc(NC(=O)Nc3ccccc3)c2O[C@@H]1CN(C)Cc1ccc2c(c1)OCO2,.,-33.4,-0.8,45.1
C[C@H](CO)N1C[C@H](C)[C@@H](CN(C)S(=O)(=O)c2cccs2)OCCCC[C@H](C)Oc2ccc(NC(=O)NC3CCCCC3)cc2C1=O,76.1,-45.7,1.0,8.0
CCCNC(=O)N1C[C@H]2[C@@H](c3ccccc31)[C@H](CO)N2C(=O)Nc1ccc(F)cc1,14.4,14.7,-2.9,-4.5
C[C@@H]1CCCCO[C@H](CN(C)C(=O)Nc2ccc(C(F)(F)F)cc2)[C@H](C)CN([C@H](C)CO)C(=O)c2cc(NC(=O)C3CCCCC3)ccc2O1,92.1,-72.2,0.3,13.3
